TrxR1 substrate – substrates of rat thioredoxin reductase 1; 0.01% of 390,000 active; purified TrxR1 substrate turnover, NADPH consumption readout; AID 588456; Potency, µM (series often up to 114 µM), for the others: top-dose activity change, negative = substrate turnover; O89049; also: potency is read from the fitted curve at half-maximal effect; % is scaled to controls: 0 for no effect and ±100 for the full control effect; nearly all actives have a fitted effect of over 50% in size
Target sequence (O89049 whole entry, looked up): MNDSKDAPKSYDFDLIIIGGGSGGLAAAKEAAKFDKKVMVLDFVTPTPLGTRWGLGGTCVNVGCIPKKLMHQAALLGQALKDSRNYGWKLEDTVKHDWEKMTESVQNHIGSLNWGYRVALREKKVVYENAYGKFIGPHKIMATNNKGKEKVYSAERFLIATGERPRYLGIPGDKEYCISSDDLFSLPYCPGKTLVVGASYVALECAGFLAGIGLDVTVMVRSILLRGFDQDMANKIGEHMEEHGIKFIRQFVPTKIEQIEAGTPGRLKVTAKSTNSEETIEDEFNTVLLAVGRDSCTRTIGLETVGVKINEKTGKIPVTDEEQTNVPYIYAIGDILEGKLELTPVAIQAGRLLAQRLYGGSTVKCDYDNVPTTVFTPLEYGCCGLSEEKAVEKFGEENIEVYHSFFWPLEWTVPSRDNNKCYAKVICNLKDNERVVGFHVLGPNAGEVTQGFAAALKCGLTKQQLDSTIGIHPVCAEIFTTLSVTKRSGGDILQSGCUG
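Rat TrxR1, dispensed at 90 nM, was prereduced with 400 uM NADPH (final) for 5 min at ~22 deg C, then incubated with compound 15 min before 400 uM selenite. A first-read NADPH fluorescence drop versus no-compound background flagged substrates.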
TRHR agonist – TRH receptor (human) agonism. P34981. TRHR cells, calcium flux fluo-8, FDSS agonist mode. activation, % at 2 µM. 0.18% of 360,000 active; in the data active = activation above about 30%; also: 0% is about no effect
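In this calcium-flux screen, cells bearing human TRHR are dye-loaded with fluo-8, baselined for 10 cycles, then exposed to library compounds; positive kinetic calcium responses during the agonist phase mark hits, with TRH as control.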
TRHR PAM – allosterically enhances the human TRH receptor; AID 493056; TRHR cells, fluo-8 calcium fluorescence, EC20 TRH enhancement; 0.66% of 360,000 active; P34981; enhancement, % at 2 µM; in the data active = enhancement above about 30%; also: 0% is about no effect
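Enhancer read-out: after compound pinning and an initial kinetic agonist-mode read, an EC20 of TRH (10 nM final) was injected and fluo-8 calcium signal (Ex 480/Em 530) followed at 1 s/cycle for 100 cycles in TRHR-expressing cells.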
USP1-UAF1 inh – inhibitors of human USP1/UAF1 deubiquitinase; recombinant USP1/UAF1, Ub-Rhodamine cleavage fluorescence; Potency, µM (titrated, usually from 57.1 µM), inactives show at the highest dose activity change, negative = inhibition, actives largely listed as inhibitors; 0.23% of 390,000 active; AID 743255; also: potency is read from the fitted curve at half-maximal effect; % is scaled to controls: 0 for no effect and ±100 for the full control effect; nearly all actives have a fitted effect of over 60% in size; inactives centre near -12
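USP1/UAF1 complex at 1 nM was preincubated with compound for 15 min at room temperature, then Ub-Rho substrate (150nM final) was added. Fluorescence (480/540 nm) was read kinetically, 6 reads every 60 seconds.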
mIDH1 inhibitor – human IDH1 R132H inhibition | O75874 | IDH1-R132H enzyme, NADPH consumption, diaphorase/resazurin fluorescence | Potency, µM (titrated, usually from 76.6 µM), for inactives: at the highest dose activity change, negative = inhibition, actives largely listed as inhibitors | 0.093% of 390,000 active; also: potency is read from the fitted curve at half-maximal effect; % is scaled to controls: 0 for no effect and ±100 for the full control effect; nearly all actives have a fitted effect of over 65% in size
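IDH1-R132H (0.5 ug/mL) preincubated 30 min with compound, then NADPH (0.016 mM) and alpha-KG (2 mM) added; 80 min at RT, pH 7.5. Remaining NADPH coupled via diaphorase/resazurin to fluorescence (540/590 nm); concentration-response curves normalized to no-enzyme control.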
Pin1 inh – human Pin1 inhibition; 0.009% of 390,000 active; Q13526; Potency, µM (series often up to 115 µM), for inactives: at the top dose activity, negative = inhibition, actives largely listed as inhibitors; Pin1 FP peptide displacement, HiFluor488, 10 min; active = well fitted inhibition curve with a large enough effect in the polarisation, with a control signal flat, not every such curve was filed as active; inconclusive = small, poorly fitted or top-dose-only effect, or effect the other way, or a change in a side signal; inactive = no such curve, though single readings can be large or run the other way; the % refers to the polarisation; also: potency is read from the fitted curve at half-maximal effect; % is scaled to controls: 0 for no effect and ±100 for the full control effect
D2 agonist – D2 dopamine receptor (human) agonism; P14416; HEK293 T-REx D2 cells, calcium flux agonist mode; activation, % at 2 µM; 0.53% of 340,000 active;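 active = activation over 3 SD above normal in the single-dose calcium agonist read, cut at about 30% in these data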; also: 0% is about no effect
Target sequence (P14416 whole entry, looked up): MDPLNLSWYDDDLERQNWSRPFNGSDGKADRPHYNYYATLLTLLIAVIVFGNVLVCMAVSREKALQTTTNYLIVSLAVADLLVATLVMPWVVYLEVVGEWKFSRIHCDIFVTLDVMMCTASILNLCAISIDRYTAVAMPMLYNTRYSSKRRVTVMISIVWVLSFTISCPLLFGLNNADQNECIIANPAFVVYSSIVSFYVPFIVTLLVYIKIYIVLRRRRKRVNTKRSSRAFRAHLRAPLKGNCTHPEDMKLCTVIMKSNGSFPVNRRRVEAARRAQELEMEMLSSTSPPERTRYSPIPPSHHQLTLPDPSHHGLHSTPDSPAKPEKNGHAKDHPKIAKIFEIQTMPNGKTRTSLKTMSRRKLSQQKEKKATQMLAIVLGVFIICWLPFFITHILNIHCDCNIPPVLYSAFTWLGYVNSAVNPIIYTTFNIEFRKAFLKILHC
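HEK293 Trex D2 cells, tetracycline-induced, o/n 30 C 5% CO2; no-wash Ca dye, RT 30–90 min; 10-cycle baseline, 23 nl cpd added, kinetic Ca read 180 s; agonist hits = positive Ca response.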
rTrxR1 inhibitor – inhibitors of rat thioredoxin reductase 1; recombinant rTrxR1, NADPH fluorescence consumption, selenite substrate; O89049; Potency, µM (titrated, usually from 114 µM), inactives show top-dose activity change, negative = inhibition, most hits filed as inhibitors; 1% of 390,000 active; AID 588453; also: potency is read from the fitted curve at half-maximal effect; % is scaled to controls: 0 for no effect and ±100 for the full control effect; nearly all actives have a fitted effect of over 65% in size
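Rat TrxR1 (90 nM in the dispensed reagent) was pre-reduced with 400 uM NADPH for 5 min at room temperature, then incubated with compound for 15 min. After 400 uM selenite was added, NADPH fluorescence (Ex 340/Em 450 nm) was followed for 8 min.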
D2 antagonist – antagonizes the human D2 dopamine receptor. HEK293 TREx D2 cells, calcium flux, dopamine EC80. inhibition, % at 10 µM. 2% of 340,000 active; in the data active = inhibition above about 30%; also: 0% is about no effect
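In this primary screen, negative modulation is detected by tracking calcium flux after an EC80 dopamine challenge in inducible HEK293 T-REx D2 cells preexposed to test compound for 180 s.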
* = called active by the depositor; ? = inconclusive; . = not tested or not shown; & = joins results of further samples; [ ] = remark or other dose. Unless noted, calls follow the shape of the dose curve; as a rule, active = well fitted inhibition curve with a large enough effect; inconclusive = small, poorly fitted or top-dose-only effect; inactive = no such curve, though single readings can be large or run the other way. A portion of the library. The share of hits here may be higher or lower than overall.

Every second line gives: TrxR1 substrate	TRHR agonist	TRHR PAM	USP1-UAF1 inh	mIDH1 inhibitor	Pin1 inh	D2 agonist	rTrxR1 inhibitor	D2 antagonist
[1] O=C1C2C(C(=O)N1/N=C/c1cc([N+](=O)[O-])c(O)cc1O)C1C=CC2C12CC2 (stereo unspecified)
→ -0.9%[57.1 µM]	-1.6	3.1	-0.7%	2.9%	-11.7%	0.3	8.7%[57.1 µM]	-4.0
[2] COc1ccc(NC(=O)C2CCN(S(=O)(=O)c3cccc4nonc34)CC2)cc1
→ 2.7%[57.1 µM]	0.3	-0.9	-3.5%	-2.3%	11.6%	0.4	5.6%[57.1 µM]	28.2
[3] COc1ccc(C2=CC(=O)C[C@H](c3ccc4c(c3)OCO4)C2)cc1
→ -5.5%[57.1 µM]	0.7	1.0	-32.0%	6.2%	4.0%	1.5	20.1%	-9.4
[4] O=[N+]([O-])c1ccc(CSc2nnc(SCc3ccc(Cl)cc3)s2)cc1
→ -2.0%	1.7	-2.3	-10.4%	-3.5%	5.0%	2.7	5.3%	0.9
[5] COc1ccc(S(=O)(=O)N2Cc3ccccc3CC2C(=O)Nc2nccs2)cc1OC (stereo unspecified)
→ 11.9%[57.1 µM]	-2.2	-3.5	-15.3%	7.8%	1.6%	0.2	12.3%[57.1 µM]	-18.7
[6] CC1(C)NC(=O)N(CCCSc2ccc(Cl)cc2)C1=O
→ 4.0%[57.1 µM]	0.2	0.5	4.2%	9.6%	-1.0%	-0.5	8.8%	3.6
[7] Cc1ccnc(NC(=O)C23CC4CC(CC(C4)C2)C3)c1
→ 13.8%[57.1 µM]	0.0	-2.1	-0.5%	4.5%	-15.1%	0.6	22.8%	20.9
[8] O=C(Nc1cccn2ncnc12)c1ccccc1
→ 0.9%	0.0	0.9	-20.0%	-1.3%	-7.8%	0.2	7.1%	7.5
[9] CCn1nc(C)c(CNC(=O)Nc2ccccc2C(=O)OC)c1C
→ 19.0%[57.1 µM]	-0.3	-2.0	-26.4%	5.3%	1.9%	2.0	34.0%[57.1 µM]	-7.0
[10] CC1CCC(NC(=O)Cn2c(=O)oc3cc(S(=O)(=O)N4CCCC4)ccc32)CC1 (stereo unspecified)
→ -0.4%	-0.2	-3.9	-3.6%	-5.4%	2.0%	-0.2	12.7%	3.8
[11] O=C(Nc1ncc2c(n1)-c1ccccc1OC2)c1ccccc1Cl
→ 293.0%[activator]	.	.	-23.2%	16.4%	3.2%	.	-11.9%	.
[12] CCOc1ccccc1NC(=O)CSc1ccc2nc(-c3ccccc3)cn2n1
→ 12.5%[57.1 µM]	0.1	-4.0	-16.3%	42.6%[activator]	0.3%	.	21.7%[57.1 µM]	.
[13] CC1CCCCC1NC(=S)Nc1cccc(S(=O)(=O)N(C)C)c1 (stereo unspecified)
→ -3.5%[57.1 µM]	0.0	0.1	-0.5%	-1.2%	-3.0%	1.1	6.6%[57.1 µM]	5.9
[14] COc1cccc(CNCCc2c[nH]c3ccccc23)c1OCc1ccccc1F
→ 5.9%	2.9	5.0	-17.0%	7.0%	9.6%	.	11.5%	.
[15] CC(C)(C)c1ccc(OCc2ccc(C(=O)N/N=C/c3ccc(O)c(O)c3)cc2)cc1
→ 3.8%[57.1 µM]	-0.1	3.0	-10.3%	-0.8%	0.1%	0.1	34.7%[57.1 µM]	-2.8
[16] CCOc1ccc(-n2c(SCC(=O)Nc3nccs3)nc3c(c2=O)SCC3)cc1
→ 11.9%[57.1 µM]	-0.6	1.1	-18.9%	-0.3%	10.5%	-0.1	2.0%[57.1 µM]	-3.9
[17] C[C@@H]1NC(=O)/C(=C\c2ccccc2Br)NC1=O
→ 7.6%[57.1 µM]	0.7	1.0	-15.4%	3.2%	-1.3%	-0.3	9.5%[57.1 µM]	21.7
[18] O=C(COC(=O)c1ccccc1-n1cnnn1)c1ccc(F)cc1
→ 4.5%	-0.2	1.1	-2.7%	-4.1%	2.5%	0.2	18.1%	8.3
[19] CNc1nc(Sc2ccc(C)cc2)cc(C(F)(F)F)n1
→ -1.8%[57.1 µM]	0.7	-7.3	-2.2%	-1.6%	1.8%	0.9	-12.9%[57.1 µM]	-12.2
[20] CC(=O)N1c2ccccc2C(=O)C1N1CCCCC1 (stereo unspecified)
→ 17.9%	0.1	-1.3	1.4%	-2.0%	?	.	-3.1%	.
[21] COCCN(CC(=O)Nc1cccc(C)c1C)C(=O)c1oc2c(Cl)cccc2c1C
→ -0.7%	0.1	-3.9	-0.5%	1.3%	11.5%	-0.3	8.0%	14.7
[22] Cn1c(/C=C/c2ccc([N+](=O)[O-])o2)nc2ccccc2c1=O
→ -12.1%	1.3	-6.7	-14.6%	5.7%	-2.4%	-0.3	10µM*	3.7
[23] O=c1c2ccccc2oc2cc(Br)ccc12
→ 12.0%[57.1 µM]	.	.	-19.5%	3.7%	-5.3%	.	10.1%[2.29 µM]	.
[24] CC(C)n1c(SCC(=O)Nc2nc3c(s2)CCCC3)nc2c1c(=O)n(C)c(=O)n2C
→ -16.1%	-0.1	3.0	-15.3%	-7.6%	?	0.3	-20.9%	-1.2
[25] CCCCNC(=O)c1ccc(S(=O)(=O)c2ccc(Cl)cc2)c(NC(C)=O)c1
→ 4.8%	0.3	-3.7	-5.4%	2.7%	-1.5%	-3.3	13.8%[57.1 µM]	-11.9
[26] Cc1ccc(N2C(=O)CS(=O)(=O)C23C(=O)N(Cc2ccccc2F)c2ccccc23)cc1Cl (stereo unspecified)
→ -0.2%	0.8	3.6	-22.6%	-5.1%	65.4%[activator]	0.8	7.6%	.
[27] CN(CCCC[C@H](CNCc1ccc(-c2ccccc2)cc1)N1C[C@H](c2ccccc2)N(CCc2ccc(Cl)c(Cl)c2)C(=O)C1=O)Cc1ccc(-c2ccccc2)cc1
→ .	-0.3	1.8	.	.	.	0.1	.	13.4
[28] CC(=O)N(CCC(c1ccccc1)c1ccco1)Cc1cccs1 (stereo unspecified)
→ -0.7%	-0.4	2.1	-6.6%	10.9%	9.4%	0.9	25.1µM*	-9.5
[29] COc1ccccc1N1CCN(Cc2nc(-c3ccc(F)cc3)oc2C)CC1
→ -0.5%	2.1	-7.2	-5.5%	11.1%	-3.5%	1.6	13.9%	80.0*
[30] Cc1ccc(NC(=O)Cn2cnc3c(NCc4ccccc4)ncnc32)cc1C
→ 5.4%	.	.	-16.8%	-2.7%	-0.6%	.	19.5%	.

Further compounds.
Every second line gives: TrxR1 substrate	TRHR agonist	TRHR PAM	USP1-UAF1 inh	mIDH1 inhibitor	Pin1 inh	D2 agonist	rTrxR1 inhibitor	D2 antagonist
[31] CSc1nc(N(CCO)CCO)c2sc3nc(-c4ccco4)c4c(c3c2n1)CCC4
→ 14.0%	-1.8	-2.6	?	?	?	-0.7	?	-11.5
[32] COc1ccc(OC)c(NC(=O)CCN2CCCC(C)C2)c1 (stereo unspecified)
→ 6.9%	0.0	3.4	-3.6%	1.2%	-7.8%	-0.2	13.9%	15.2
[33] O=C(OC[C@@H]1CCCN2CCCC[C@H]12)c1cc2ccccc2oc1=O
→ 9.7%	0.1	4.4	-0.7%	6.1%	4.1%	.	4.5%	.
[34] O=C(COC(=O)/C=C/c1ccc2c(c1)OCO2)NC1CC1
→ 7.1%	0.0	2.2	-6.6%	-8.1%	3.7%	-0.2	-11.7%	-4.8
[35] CCn1c(SCC(=O)O)nc2sc3c(c2c1=O)CCC3
→ -0.8%	0.1	11.4	-19.1%	0.6%	0.7%	1.2	-2.0%	-10.2
[36] COc1cccc(C(=O)n2cnnc2N)c1OC
→ 0.8%	1.2	2.3	-15.7%	-3.1%	4.5%	1.1	25.2%	0.6
[37] Cc1ccc([N+](=O)[O-])c(NC2OC(CO)C(O)C2O)c1 (stereo unspecified)
→ 4.3%[57.1 µM]	0.2	7.3	-26.4%	5.6%	-1.7%	-0.6	7.2%[57.1 µM]	-1.8
[38] CC(C)c1cc(C(=O)Nc2cccnc2)no1
→ 7.9%	-0.2	-7.4	-12.9%	-1.2%	-2.2%	-2.2	11.4%	2.3
[39] CCCCCCCCOC(=O)CCc1c(C)[nH]c(=S)[nH]c1=O
→ 10.1%[57.1 µM]	0.2	2.6	0.1%	2.0%	-1.7%	0.7	5.8%[57.1 µM]	22.7
[40] Cc1cc(C)n2c(SCC(=O)Nc3ncc(C(F)(F)F)cc3Cl)nnc2n1
→ -0.1%	-1.4	-5.3	5.2%	-3.6%	1.6%	0.7	-5.4%	6.1
[41] CN=C(Nc1cc(C)nn1-c1ccccc1)c1ccc(F)cc1
→ 5.6%	-0.9	-1.1	-3.4%	-3.6%	0.1%	.	5.1%	.
[42] Cc1ccc(CCNC(=O)C2CCC(=O)N2CCc2ccccc2)cc1 (stereo unspecified)
→ -4.6%	0.1	-9.4	-17.6%	-9.5%	-1.0%	0.2	1.2%	-1.1
[43] N#CC1=C(Nc2ccccc2)SC=C(c2ccc(Cl)c(Cl)c2)N=C1N1CCOCC1
→ 1.5%[57.1 µM]	0.0	-10.6	-2.2%	3.5%	-2.1%	-1.0	-8.7%[57.1 µM]	-5.6
[44] CCCN1CCC(=O)N(CCSc2ccc(OC)cc2)CC1
→ 2.6%&4.9%	-0.2	2.1	-23.0%	7.2%	-2.4%&1.7%	-0.1	9.9%&3.0%	-16.3
[45] CC(C)CCn1c(=O)c2ccccc2n2c(=S)[nH]nc12
→ -4.3%[57.1 µM]	-0.6	5.5	-15.9%	1.6%	-0.9%	-0.4	-44.6%	18.9

From PubChem BioAssay
